Screening data from PubChem BioAssay.
HCMV antiviral: inhibitors of human cytomegalovirus; HFF cells, HCMV-luciferase reporter, 72 h; hits give low values; AID 1259415; 410,000 compounds, 4.5% hits; activity change, negative = inhibition, % at 57.5 µM; in the data active = activity change below about -60%; inconclusive = no clear call, values can overlap the other calls; inactive = above about -39%
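Luciferase read-out from HCMV-luciferase-infected HFFs (MOI 1 PFU/cell) 72 h post infection at 37C; compounds added after 16 h cell attachment; activity normalized between buffer-only basal and Salinomycin (10uM) inhibitor controls.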
Numbers without * were called inactive; ? = inconclusive. % is set by controls: 0 for no effect and ±100 for the full control effect.

SMILES	HCMV antiviral
Cc1ccc2nc3n(c(=O)c2c1)-c1ccccc1C(=O)NC3CC(C)C (stereo not drawn)	-14.0
O=C1C=C(c2cccc3c2Oc2ccccc2S3)C[C@@H](c2ccc3c(c2)OCO3)C1	-4.2
CCOC(=O)C1=CCN(S(=O)(=O)c2ccc(Cl)cc2)C1c1cccc(Br)c1 (stereo not drawn)	-29.5
O=C(NCc1ccc(C(F)(F)F)cc1)O[C@H]1CC[C@@]23CCCN2C(=O)CCC[C@H]3[C@H]1Cc1ccccc1	-0.3
C[C@@H]1CCCCO[C@H](CN(C)C(=O)CCC(F)(F)F)[C@H](C)CN([C@@H](C)CO)C(=O)c2cc(NS(=O)(=O)c3ccc(Cl)cc3)ccc2O1	12.9
O=C(c1ccc(F)cc1)N(c1ccccc1F)C(CCc1ccccc1)c1nc2ccccc2[nH]1 (stereo not drawn)	11.4
COc1cccc(Nc2nccc3[nH]c(-c4ccc(F)c(F)c4)nc23)c1	-4.6
COc1ccc(N2CCC[C@H]2/C=C/C(=O)OC(C)(C)C)cc1	7.5
CCCn1cc(CCC(=O)Nc2ccc(Oc3cccnc3)cc2)c2ccccc21	43.4
O=C(NCc1cccnc1)O[C@H]1CC[C@@]23CCCN2C(=O)CCC[C@H]3[C@H]1Cc1ccccc1	-4.5
COc1ccc2c3c(n(C)c2c1)[C@@H](CO)N(C(C)=O)CC31CN(Cc2nccs2)C1	5.3
C#CCN(C[C@H]1[C@H](OC(=O)NCCCCCC)[C@H](OC(=O)NCCCCCC)CN(C(=O)OC(C)C)N1C(=O)OC(C)C)S(=O)(=O)c1ccc(C)cc1	-5.9
COC(=O)[C@]1(S(=O)(=O)c2ccccc2)CC(=O)N(Cc2ccccc2)[C@@H]1c1ccccc1	-1.5
Cn1c(-c2cccc(C(F)(F)F)c2)cc2cnc(Nc3cccc(Oc4ccccc4)c3)cc21	-11.0
O=C1NC(=O)C2(CCCc3ccc(N(CCO)CCO)cc32)N1 (stereo not drawn)	2.7
COc1ccc(Cc2c(C3CCCCC3)nc3ccc(C)cn23)c(C)c1	10.8
CCN1CCCSC1=S	-13.1
CC1=NN(c2ccccc2)C(=O)C1CCC#N (stereo not drawn)	14.4
C[C@H]1C(C(=O)N(C)C2CCCCC2)=Cc2c(n(-c3ccc(F)cc3)c(=O)n2CCCOc2ccccc2)C=C1c1ccccc1	-29.3
Cc1ccc(NC(=O)c2cc(S(=O)(=O)N3CCCCC3)c[nH]2)cc1Cl	-35.3
CCCN1C(=O)C[C@H](S(=O)(=O)c2ccccc2)[C@H]1c1ccccc1OC	-9.5
O=C(NCC1CC1)c1nnc2n1CCN(C(=O)c1cccc3c1OCCO3)C2	10.5
C[C@H]1[C@@H](NS(=O)(=O)c2ccc(C(F)(F)F)cc2)CC[C@@]23CCCN2C(=O)CCC[C@@H]13	-25.1
c1ccc(Nc2nnc(-c3ccc4c(c3)OCO4)o2)cc1	-39.6
CSC(=Cc1ccc(C(=O)c2ccc(C)cc2)n1C)S(C)=O (stereo not drawn)	?
Cn1cc(-c2cc3c(Nc4ccc(OC(F)(F)F)cc4)nccc3[nH]2)cn1	-65.3*
COCC(=O)Nc1ccc2c(c1)[C@H]1C[C@@H](CC(=O)NCC3CC3)O[C@H](CO)[C@H]1O2	5.1
COc1ccc(Nc2cc3[nH]c(-c4ccccc4)cc3cn2)cc1	1.1
COc1ccc(Nc2nccc3[nH]c(-c4cccc(OC(F)(F)F)c4)nc23)cc1OC	-9.4
C[C@H]1[C@@H](NC(=O)Nc2cccc(C(F)(F)F)c2)CC[C@@]23CCCN2C(=O)CCC[C@@H]13	-11.3
COc1ccc(C2=NCC(C)n3nc4cc(C(F)(F)F)ccc4c32)cc1 (stereo not drawn)	86.9
O=C1[C@@H](c2ccccc2)[C@@H](c2ccccc2)N1c1ccccc1	-7.2
O=[N+]([O-])c1ccccc1CCO	0.7
COc1cc2onc(C3CCN(C(=O)C(C)(C)C)CC3)c2cc1OC	-11.0
COc1cc(C(O)c2nc(C(=O)NCCN(C)C)cs2)cc(OC)c1OC (stereo not drawn)	2.1
Cc1cccc(/C=C/c2ccccc2)n1	23.7
COC(=O)[C@@H]1[C@@H](CO)[C@@H]2Cn3c(cccc3=O)[C@@H]2N1C(=O)c1ccccc1	-5.0
O=C(NC1CCC1)O[C@H]1CC[C@@]23CCCN2C(=O)CCC[C@H]3[C@H]1Cc1ccccc1	-20.5
O=S1(=O)C=C(Sc2ccc(Cl)cc2)c2ccccc2C1Cc1ccc(F)cc1 (stereo not drawn)	-1.5
CCC[C@@H](/C=C/C(=O)OC(C)(C)C)NC(=O)C(F)(F)F	21.0
CCC[C@H]1[C@@H](NS(=O)(=O)c2ccc([N+](=O)[O-])cc2[N+](=O)[O-])CC[C@@]23CCCN2C(=O)CCC[C@@H]13	-20.6
CC(CNC(=O)[C@H]1O[C@@H](n2cnc3c(=O)[nH]c(N)nc32)[C@H](O)[C@@H]1O)c1ccccc1 (stereo partly drawn)	-19.8
CC(=O)C1=C(C)N(Cc2ccc(Br)cc2)C(=S)NC1c1cccc(Cl)c1 (stereo not drawn)	-13.0
Cc1noc(C)c1S(=O)(=O)N(C)C[C@@H]1OCc2cn(nn2)CCCC(=O)N([C@H](C)CO)C[C@H]1C	-14.4
CCCCNC(=O)N[C@H]1CC[C@@]23CCCN2C(=O)CCC[C@H]3[C@H]1CCC	5.0
CCOC(=O)[C@@H]1CSCCS(=O)(=O)N1C(=O)[C@H](C)NC(=O)OC(C)(C)C	-3.7
O=C(Nc1ccc(C(F)(F)F)cc1)N[C@H]1CC[C@@]23CCCN2C(=O)CCC[C@H]3C1Cc1ccccc1 (stereo partly drawn)	-22.6
COC(=O)[C@@H]1[C@@H](CO)[C@@H]2Cn3c(ccc(Br)c3=O)[C@H]1N2C(=O)c1cnccn1	13.3
O=C(Nc1ccc(Cl)cc1)c1csc(N2CCN(Cc3ccccc3)C2=O)n1	-12.4
O=S1(=O)N[C@H](Cc2ccccc2)COc2cc(N3CCCCC3)ccc21	23.2

(list continues)
SMILES	HCMV antiviral
O=C1C(n2ccc3ccccc32)c2ccccc2N1Cc1ccc(C(F)(F)F)cc1 (stereo not drawn)	21.3
COC(=O)c1cc2c(c3c4cc(OC)ccc4n(C(=O)c4ccccc4)c13)C(=O)N(Cc1ccco1)C2	-24.5
CCOC(=O)c1cccn1C1C(=O)N(Cc2ccc(C(C)C)cc2)c2c(F)cccc21 (stereo not drawn)	-34.7
Nc1c(Cl)cc(-c2cn(CCC(=O)O)c(=O)cn2)cc1Cl	22.2
COc1ccc(NC(=O)N2CC(=O)N3[C@H](CO)[C@@H](c4ccc(Br)cc4)[C@@H]3C2)cc1	-1.1
C[C@H](CO)N1C[C@H](C)[C@@H](CN(C)C(=O)Nc2ccccc2)OCc2cn(nn2)CCCC1=O	-1.4
COc1cc2c(cc1OC)C(C(=O)O)C(c1ccc3c(c1)OCO3)N(C)C2=O (stereo not drawn)	-2.7
Cc1nc2sccn2c(=O)c1S(=O)(=O)N1CCN(c2ccccc2F)CC1	-1.6
CN(C)[C@@H]1CC[C@@]23CCCN2C(=O)CCC[C@H]3[C@H]1Cc1ccccc1	1.7
COC(=O)CC#C[C@H](C)[C@@H](NS(=O)(=O)c1ccc(C)cc1)C1CCCCC1	-26.6
COc1cccc(C2=NC(C)(CC(=O)NCc3ccccc3F)ON2C)c1 (stereo not drawn)	-10.3
COc1ccc(CN2CCN(c3ncc(C(=O)Nc4ccccc4)o3)C2=O)cc1	12.2
O=C(N[C@@H](Cc1ccccc1)C(O)c1nc2ccccc2[nH]1)c1ccccn1 (stereo partly drawn)	1.8
C[C@]12CCCCCC3=CC(=O)C=C[C@@]31OC(=O)CC2	6.0
Cc1cccc(C)c1NC(=O)c1nc2ccc([N+](=O)[O-])cc2nc1-c1ccccc1	42.0
Cn1cc(Cc2ccc(C(=O)N3CCOCC3)cn2)c2ccccc21	3.9
O=C1C(n2ccc3ccccc32)c2cccc(F)c2N1Cc1ccc(C(F)(F)F)cc1 (stereo not drawn)	15.1
C[C@H](CO)N1C[C@H](C)[C@@H](CN(C)C(=O)C2CC2)OCc2cn(nn2)CCCC1=O	-23.4
O=Nc1ccc(Br)cn1	-6.4
FC(F)(F)c1cccc(-c2nc3c(NCCc4ccccn4)nccc3[nH]2)c1	-2.8
O=C(c1ccccn1)N(CCO)C(c1ccccc1)c1nc2ccccc2[nH]1 (stereo not drawn)	23.2
COC(=O)C1=C(C)N(Cc2ccc(C(F)(F)F)cc2)C(=NCc2ccccc2)NC1c1cccc(F)c1 (stereo not drawn)	-99.3*
N[C@@H]1CC[C@@]23CCCN2C(=O)CCC[C@H]3[C@H]1Cc1ccccc1	-1.6
CNc1nc2cnc(-c3ccsc3)cc2n1Cc1ccccc1	12.4
CC(=O)C1=C(C)N(Cc2ccc(Cl)cc2)C(=S)NC1c1cccc(Br)c1 (stereo not drawn)	-9.0
C[C@@]12CCCO[C@@]13C=CC(=O)C=C3CCC2	17.2
CSc1nc(-c2ccccc2)nc2ccccc12	32.6
Fc1ccccc1-c1noc2nc(Oc3cccc(N4CCOCC4)c3)ccc12	-28.9
O=C(C1CCOCC1)N1CC(=O)N2[C@@H](CO)[C@H](c3ccc(Br)cc3)[C@@H]2C1	-1.6
CN(Cc1cccs1)[C@@H]1CC[C@@]23CCCN2C(=O)CCC[C@H]3[C@H]1Cc1ccccc1	-21.5
S=C(NC1CCCCC1)N1CCC(C2C=NC=N2)CC1 (stereo not drawn)	?
CC12CCC3c4ccc(OCCCO)c([N+](=O)[O-])c4CCC3C1CCC2=O (stereo not drawn)	?
CCOC(=O)C1=CCC(c2ccccc2)N(S(C)(=O)=O)C1 (stereo not drawn)	15.9
CC(C)(Oc1ccc(Cl)cc1)C(=O)N1CC2ON=C(c3c(F)cccc3Cl)C2C1 (stereo not drawn)	-24.5
O=C(COC(=O)c1cc(Br)cc(Br)c1O)NC12CC3CC(CC(C3)C1)C2	-25.7
CCCCNc1ccc2c(c1)OC[C@H](C)NS2(=O)=O	-3.2
O=C(NCc1ccco1)Nc1c(Cl)cc(Cl)cc1Cl	-13.3
COc1ccc2c3c(n(C)c2c1)[C@H](CO)N(C(=O)c1cccc(F)c1)CC31CN(C(=O)c2cccc(F)c2)C1	25.7
C=C1C[C@@]2(C)CCCC3=CC(=O)C=C[C@@]32Oc2ccccc21	-14.3
N#CCCC#N	4.8

Three entries from above in a different format:
> CCOC(=O)C1=CCC(c2ccccc2)N(S(C)(=O)=O)C1 (stereo not drawn)
  HCMV antiviral: 15.9

> O=S1(=O)C=C(Sc2ccc(Cl)cc2)c2ccccc2C1Cc1ccc(F)cc1 (stereo not drawn)
  HCMV antiviral: -1.5

> COC(=O)[C@@H]1[C@@H](CO)[C@@H]2Cn3c(ccc(Br)c3=O)[C@H]1N2C(=O)c1cnccn1
  HCMV antiviral: 13.3

Going on with the list.
SMILES	HCMV antiviral
S=C(SCc1c(Cl)cccc1Cl)N1CCSCC1	86.9
COc1ccc(NC(=O)N(C)C[C@H]2OCc3cnnn3CCCC(=O)N([C@H](C)CO)C[C@@H]2C)c(OC)c1	14.0
COc1ccc(NC(=O)N2c3ccc(OC)cc3[C@@H](NCc3cnc[nH]3)[C@H](C)[C@H]2c2ccccc2)cc1	32.4
CC(=O)NC(Cc1ccccc1C)C(=O)NC1CCN(c2c3c(nc4ncnn24)CCC3)CC1 (stereo not drawn)	-33.5
COC(=O)[C@]12C[C@H](CC(=O)NCCCCc3ccccc3)C(=O)N(Cc3ccccc3)C1=C[C@H](C1CCCC1)O[C@@H]2C	4.0
CC(C)NC(=O)CC1(C)N=C(c2cccc3ccccc23)N(C)O1 (stereo not drawn)	-12.2

Gathered by group: the compounds so far with a Cl atom.
SMILES	HCMV antiviral
CCOC(=O)C1=CCN(S(=O)(=O)c2ccc(Cl)cc2)C1c1cccc(Br)c1 (stereo not drawn)	-29.5
C[C@@H]1CCCCO[C@H](CN(C)C(=O)CCC(F)(F)F)[C@H](C)CN([C@@H](C)CO)C(=O)c2cc(NS(=O)(=O)c3ccc(Cl)cc3)ccc2O1	12.9
Cc1ccc(NC(=O)c2cc(S(=O)(=O)N3CCCCC3)c[nH]2)cc1Cl	-35.3
O=S1(=O)C=C(Sc2ccc(Cl)cc2)c2ccccc2C1Cc1ccc(F)cc1 (stereo not drawn)	-1.5
CC(=O)C1=C(C)N(Cc2ccc(Br)cc2)C(=S)NC1c1cccc(Cl)c1 (stereo not drawn)	-13.0
O=C(Nc1ccc(Cl)cc1)c1csc(N2CCN(Cc3ccccc3)C2=O)n1	-12.4
Nc1c(Cl)cc(-c2cn(CCC(=O)O)c(=O)cn2)cc1Cl	22.2
CC(=O)C1=C(C)N(Cc2ccc(Cl)cc2)C(=S)NC1c1cccc(Br)c1 (stereo not drawn)	-9.0
CC(C)(Oc1ccc(Cl)cc1)C(=O)N1CC2ON=C(c3c(F)cccc3Cl)C2C1 (stereo not drawn)	-24.5
O=C(NCc1ccco1)Nc1c(Cl)cc(Cl)cc1Cl	-13.3
S=C(SCc1c(Cl)cccc1Cl)N1CCSCC1	86.9

Only part of the results is shown. The share of hits here may be higher or lower than overall.
